# Assay outcomes as filed in PubChem.
# eIF4E 4G PPI: inhibitors of eIF4E and eIF4G interaction in translation initiation | P63073+Q04637 | TR-FRET eIF4E-eIF4GI(517-606) binding, 2 h | inhibition, % at 21.7 µM | 220,000 compounds, 0.37% hits | AID 782;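 active = inhibition above about 30%, limit read from the data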;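 also: 0% = full FRET control wells and 100% = background wells lacking eIF4GI fragment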
# S1P4 ag: human S1P4 receptor agonism; O95977; AID 1509; activation, % at 4.98 µM; S1P4-expressing cell line, agonist reporter assay; 220,000 compounds, 0.35% hits; in the data active = activation above about 11%;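 also: 0% = DMSO vehicle and 100% = reference agonist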
# NPY-Y2 PAM-ag: potentiators or agonists of human neuropeptide Y receptor Y2; cells expressing NPY-Y2, potentiator/agonist read-out; activation, % at 3.6 µM; 220,000 compounds, 0.45% hits; AID 1359; in the data active = activation above about 27%;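 also: cells stimulated with NPY near EC25 plus isoproterenol at EC100; 0% = vehicle plus submaximal agonist and 100% = vehicle plus saturating agonist; some results beyond the cut were filed as inactive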
# Wee1 stabilizer: blocks degradation of human Wee1 kinase; 220,000 compounds, 1.2% hits; HeLa Luc-Wee1K328M stability, luciferase luminescence; 100% = proteasome inhibitor MG132 effect; reporter increase, % at 5 µM; AID 1321;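 active = activation above the mean of all tested compounds plus 3 SD, set per screening run, cut at about 8.8% in these data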;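 also: cells exposed to compound for 20 h before luminescence read; 0% = DMSO alone and 100% = MG132 at 30 µM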
# MDM2 E3 inh: inhibitors of human Mdm2 E3 ubiquitin ligase | Q00987 | cell-based MDM2 ubiquitination luciferase reporter, 2 h; 0 = plate control, 100 = twice control, blank-subtracted | signal enhancement, % at 5 µM | 210,000 compounds, 0.11% hits;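 active = signal enhancement of 30% or more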;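 also: luminescence tracks abundance of the self-degrading MDM2-luciferase fusion protein; higher signal means inhibition of MDM2 E3 ligase activity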
#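 test system = mammalian cells stably expressing self-ubiquitinating, self-degrading MDM2 E3–luciferase fusion | quantity = 2000 cells/well | incubation = cell settling 4 h, compound treatment 2 h, both 37 °C | signal = luminescence with SteadyLite reagent, 15 min at room temperature | evaluation = % enhancement relative to plate controls after blank subtraction | benchmarks = plate controls and plate blanks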
# S1P4 antagonist: blocks the human S1P4 receptor; O95977; S1P4-expressing cells, antagonist mode, reporter read-out; inhibition, % at 4.98 µM; 220,000 compounds, 0.26% hits; AID 1510; in the data active = inhibition above about 29%;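 also: 0% = wells stimulated with agonist and 100% = vehicle wells without agonist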
# PERK inhibitor: human PERK inhibition, primary cell-based screen. Q9NZJ5. inhibition, % at 5.6 µM. CHO PERK-DD fusion, SEAP luminescence translation reporter. 220,000 compounds, 0.17% hits;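 active = inhibition above the mean inhibition of all tested compounds plus 3 SD, set separately per screening campaign, cut at about 2.9% in these data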;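 also: PERK kinase domain activated by AP20187 dimerizer at 100 nM; 0% = DMSO with dimerizer and 100% = rapamycin at 8.4 µM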
# Target sequence (Q9NZJ5 whole entry, looked up, the tested form may be a part): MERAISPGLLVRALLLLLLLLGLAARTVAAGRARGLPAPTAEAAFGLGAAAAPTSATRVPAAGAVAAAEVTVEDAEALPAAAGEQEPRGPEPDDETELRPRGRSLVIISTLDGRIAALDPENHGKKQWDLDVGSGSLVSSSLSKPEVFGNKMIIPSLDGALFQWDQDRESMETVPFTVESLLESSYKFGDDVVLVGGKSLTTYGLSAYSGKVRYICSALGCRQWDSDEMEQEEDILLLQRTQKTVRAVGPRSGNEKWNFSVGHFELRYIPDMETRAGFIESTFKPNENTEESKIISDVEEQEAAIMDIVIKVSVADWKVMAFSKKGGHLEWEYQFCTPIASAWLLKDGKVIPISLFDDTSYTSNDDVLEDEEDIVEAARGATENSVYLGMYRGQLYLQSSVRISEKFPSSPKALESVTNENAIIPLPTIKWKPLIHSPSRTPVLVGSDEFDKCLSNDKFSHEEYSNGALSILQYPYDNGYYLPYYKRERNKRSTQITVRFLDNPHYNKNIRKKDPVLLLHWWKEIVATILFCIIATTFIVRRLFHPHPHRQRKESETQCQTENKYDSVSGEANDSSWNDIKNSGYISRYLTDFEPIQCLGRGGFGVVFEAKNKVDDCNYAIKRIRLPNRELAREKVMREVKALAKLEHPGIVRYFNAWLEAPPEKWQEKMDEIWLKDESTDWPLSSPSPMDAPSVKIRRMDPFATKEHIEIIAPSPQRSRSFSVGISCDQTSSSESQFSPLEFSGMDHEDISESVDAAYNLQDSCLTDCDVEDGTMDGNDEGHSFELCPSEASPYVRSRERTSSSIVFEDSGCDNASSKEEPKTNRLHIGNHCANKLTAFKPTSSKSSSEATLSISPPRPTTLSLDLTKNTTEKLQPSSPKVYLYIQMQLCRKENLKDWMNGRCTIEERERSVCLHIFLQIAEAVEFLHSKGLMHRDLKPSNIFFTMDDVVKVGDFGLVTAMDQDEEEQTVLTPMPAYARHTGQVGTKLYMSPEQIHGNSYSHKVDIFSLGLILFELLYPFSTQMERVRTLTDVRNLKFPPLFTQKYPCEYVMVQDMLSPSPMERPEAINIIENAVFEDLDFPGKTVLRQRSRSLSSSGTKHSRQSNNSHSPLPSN
# BaF3 tox: reduces parental Ba/F3 cell viability, JAK2V617F counter-screen; inhibition, % at 5.6 µM; CellTiter-Glo ATP luminescence; 220,000 compounds, 1.1% hits; AID 1486;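 active = inhibition above a per-campaign cutoff, the mean inhibition of all tested compounds plus 3 SD, cut at about 27% in these data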;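 also: 0% = DMSO wells and 100% = JAK Inhibitor I control wells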
# Ba/F3 V617F tox: loss of viability in JAK2V617F-driven Ba/F3 cells; Ba/F3 EpoR-JAK2V617F viability, ATP luminescence; inhibition, % at 5.6 µM; 220,000 compounds, 1.1% hits; AID 1446;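 active = inhibition above the campaign mean plus 3 SD over all tested compounds, cut at about 24% in these data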;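 also: cytokine-independent growth of Ba/F3 cells driven by EpoR plus mutant JAK2; 0% = DMSO-treated cells and 100% = JAK inhibitor I control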
# * hit, by the source's call; / = no result given; [ ] = remark or other dose.
SMILES,eIF4E 4G PPI,S1P4 ag,NPY-Y2 PAM-ag,Wee1 stabilizer,MDM2 E3 inh,S1P4 antagonist,PERK inhibitor,BaF3 tox,Ba/F3 V617F tox
CN1CC(=O)N(C)c2nc(Br)n(C)c2C1=O,1,0.2,-25,-1,-10,-2,0.8,2,2
COc1ccc(OC)c(S(=O)(=O)NCCC(C)C)c1,-2,2.8,10,-1,-4,-15,0.4,4,-1
COc1ccc(CNc2cc(C)ccc2C)c(OC)c1OC,-8[fluorescence artefact?],2.9,10,1,-28,-1,0.6,3,-3
CC(C)OCCCn1c(=N)c(C(N)=S)cc2c(=O)n3ccccc3nc21,-2[fluorescence artefact?],4.8,-3,4,-11,-24,-1.3,5,4
CNc1nc(-c2ccc(OC)cc2)c(-c2ccc(OC)cc2)s1,1,1.3,10,0,-2,-8,0.8,4,1
CCOC(=O)N1CCC(NC(=O)c2ccc3c(Cl)c4c(nc3c2)CCCC4)CC1,3,0.9,3,-1,/,0,-0.9,-1,-2
NC(=S)NN=C1c2cc(S(=O)(=O)N3CCOCC3)ccc2-c2ccc(S(=O)(=O)N3CCOCC3)cc21,2,-3.2,-1,3,-6,7,1.0,7,3
N#CCO/N=C(\c1ccccc1)c1ccncc1,5,-4.8,6,0,-10,-6,1.5,0,-2
O=c1c2ccccc2nc2ccc(NCc3cccs3)nn12,2,-0.6,-10,-1,-18,1,0.2,10,3
CCSc1ccccc1C(=O)NCc1ccc2c(c1)OCO2,1,2.6,13,0,-10,3,1.7,4,-1
Cc1ccc(-c2nc(CS(=O)(=O)CC(=O)N3CC(C)CC(C)C3)c(C)o2)cc1 (centres undefined),2[fluorescence artefact?],0.0,10,-1,-14,-20,0.2,6,1
Cc1cc(=O)n2[nH]c(-c3sccc3-n3c(C)ccc3C)cc2n1,4,0.3,10,0,-5,-27,0.8,8,0
Cc1cc(C(=O)Nc2cnn(Cc3ccc(Cl)cc3Cl)c2)no1,3,1.0,0,0,-4,-9,-1.2,3,1
O=C(CSc1nncs1)NC(=O)Nc1ccc2c(c1)OCCO2,3,-1.1,-4,1,-11,-1,1.6,-4,-1
COc1ccc(NC(=O)CCS(=O)(=O)c2ccccc2)c(OC)c1,-2,-1.0,-12,-1,/,2,0.5,4,0
Cc1ccc(-c2cnn(-c3cccc(C(F)(F)F)c3)c2N)cc1,6,1.1,35*,-2,-2,-2,1.0,9,2
Cc1ccc(C2CC(c3ccccc3OC(F)F)Nc3ncnn32)cc1 (centres undefined),4,0.1,-9,-4,3,6,-0.3,3,2
O=C(CCC(=O)OCc1cccc(C(=O)Oc2ccccc2)c1)Nc1cccc2ccccc12,-7,0.1,-2,-3,-11,-10,1.1,6,1
Cc1c(C(=O)N2CCOCC2)sc(NC(=O)c2ccc3c(c2)OCO3)c1C#N,-3,-0.5,-18,2,-21,-18,-0.3,5,2
O=C(Nc1cccnc1)C1CCCN1S(=O)(=O)c1ccc(Cl)c(Cl)c1 (centres undefined),6[fluorescence artefact?],-0.1,18,-1,-14,-11,0.6,1,-2
Cc1ccc(NC(=O)Cn2c(O)c(N=NC(=O)c3cc([N+](=O)[O-])ccc3O)c3ccccc32)cc1,-5,1.3,5,-1,-18,3,2.6,-4,-4
O=C(COC(=O)c1cccc(S(=O)(=O)N2CCc3ccccc32)c1)Nc1ccc(Cl)cn1,2[fluorescence artefact?],0.8,1,-3,5,-18,1.6,7,-1
O=C(NN1C(=O)/C(=C/C=C/c2ccccc2)SC1=S)c1ccncc1,5,-1.9,-16,-2,3,-3,1.1,3,0
COc1ccc2[nH]c3nc(SCC(=O)Nc4ccc5c(c4)OCO5)nnc3c2c1,-15,2.2,-23,0,-11,0,0.2,5,1
Cc1cnc(NC(=O)C(C)N2CCN(C)CC2)s1 (centres undefined),-1,-0.8,11,6,1,-8,0.9,0,-1
CC1=CC=CN2CC(O)CN=C12 (centres undefined),1,0.4,-11,1,-6,-2,0.6,11,0
O=C(Cc1cccc2ccccc12)Nc1ccc(OC(F)F)c(Cl)c1,16[fluorescence artefact?],-0.1,-6,1,5,9,0.8,5,-3
O=C(CN1CCc2ccccc2C1)N1CCN(S(=O)(=O)c2ccccc2)CC1,2,-0.9,10,2,-24,-5,0.2,5,-2
Cc1nn(C)cc1C1C2=C(CC(C)(C)CC2=O)OC2=C1C(=O)CC(C)(C)C2,2,-0.8,3,-1,-17,-10,0.6,4,-2
CCOc1ccc(NC(=O)CS(=O)CC(=O)NC2CCCc3ccccc32)cc1 (centres undefined),8[fluorescence artefact?],0.0,-15,5,0,-2,-0.1,7,8
CCC(=O)N1CCN=C1SCc1ccc(Cl)cc1,1,1.1,13,2,-14,-10,0.8,-1,-3
CCC(C)n1c(=S)[nH]c2ccccc2c1=O (centres undefined),3,0.1,1,0,-2,-4,0.2,1,-1
NNC(=O)c1ccc(-c2ccccc2F)cc1,-1,0.3,-22,-1,-6,-1,0.3,1,-2
COc1nc(Oc2ccc(/C=N/O)cc2)nc(N(C)C)n1,5,-1.9,-28,1,-12,-11,0.0,6,5
Cc1cc(C(=O)CN2C(=O)NC3(CCCCC3)C2=O)c(C)n1Cc1ccc2c(c1)OCO2,-1,1.0,18,9.2*,-9,12,-1.4,5,-3
CCCc1cc(=O)n2[nH]c(-c3ccc(Br)cc3)cc2n1,1[fluorescence artefact?],-2.8,17,2,-15,-5,-0.1,6,3
Cc1ccc(C(=O)NCCSCc2ccccc2)cc1[N+](=O)[O-],0,-0.5,-11,-1,/,-19,1.0,6,-6
CCOC(=O)c1c(NC(=O)COC(=O)Cn2c(C(F)(F)F)nc3ccccc32)sc(C)c1C,6,-2.1,-3,1,-21,6,1.3,10,1
O=C(NCc1cccc(Cl)c1)c1cccnc1,2[fluorescence artefact?],0.6,14,-2,-12,-5,1.3,5,0
O=S(=O)(Nc1cccnc1)c1ccccc1,3,-1.2,11,-1,-14,-6,1.1,0,-4
Fc1ccc(CSc2ccc3nnc(-c4cccs4)n3n2)cc1,-6,-0.2,5,-2,6,-7,0.5,4,1
CS(=O)(=O)N(CC(=O)N1CCc2ccccc2C1)Cc1ccccc1,7,-0.4,-10,-2,-15,0,-1.0,6,1
CCOC(=O)N1CCN(C(=O)N2CCOCC2)CC1,-1,-0.7,3,-2,-14,-1,1.1,-1,-3
O=C(/C=C/c1cccc([N+](=O)[O-])c1)Nc1ccc(Cl)cn1,12,1.0,0,-2,-4,18,1.0,-1,-4
CCn1c2ccccc2c2cc(NC(=O)COC(=O)C3CCC(=O)N3)ccc21 (centres undefined),12,-0.9,12,-1,-17,-9,0.4,2,-4
CCOC(=O)C(NC(=O)Nc1ccc(O)cc1)(c1ccccc1)C(F)(F)F (centres undefined),3,0.6,8,0,-4,-5,0.6,2,-3
Cn1cccc1Cc1nnc(SCC(=O)Nc2ccc3c(c2)OCCO3)n1CCc1ccccc1,3,-1.1,11,-2,-6,-3,0.1,5,-4
CCCCOC(=O)Nc1ccc(OC)cc1S(=O)(=O)N1CCOCC1,0,3.1,-3,-1,2,-21,0.3,1,-1
O=C(Nc1ncc(Cc2cccc(Cl)c2)s1)c1ccc([N+](=O)[O-])cc1,-2,-1.2,3,0,/,-5,0.5,8,2
COc1cccc(NC(=S)NN=C2CCC(C(C)(C)C)CC2)c1 (centres undefined),-1,-0.2,6,1,-8,3,0.0,4,-3

# The list goes on, starting with the last three of the part before.
SMILES,eIF4E 4G PPI,S1P4 ag,NPY-Y2 PAM-ag,Wee1 stabilizer,MDM2 E3 inh,S1P4 antagonist,PERK inhibitor,BaF3 tox,Ba/F3 V617F tox
CCCCOC(=O)Nc1ccc(OC)cc1S(=O)(=O)N1CCOCC1,0,3.1,-3,-1,2,-21,0.3,1,-1
O=C(Nc1ncc(Cc2cccc(Cl)c2)s1)c1ccc([N+](=O)[O-])cc1,-2,-1.2,3,0,/,-5,0.5,8,2
COc1cccc(NC(=S)NN=C2CCC(C(C)(C)C)CC2)c1 (centres undefined),-1,-0.2,6,1,-8,3,0.0,4,-3
Clc1cccc(Cc2nn[nH]n2)c1,-1,-0.6,10,4,6,1,1.4,-5,-4
CC(C)OCCCNc1ncc2c(n1)CC(c1cccs1)CC2=O (centres undefined),3,1.4,-23,-3,-2,6,1.2,7,2
CCOC(=O)c1[nH]c(C)c(C(=O)OCC(=O)N2c3ccccc3CC2C)c1C (centres undefined),-16,-2.4,-4,16*,-9,-1,-0.8,-1,-2
COc1nc(OCC#N)nc(N2CCCCC2)n1,10,-0.2,0,0,-8,-2,0.4,6,-5
COC(=O)C1C(=O)NC(SC)=C(C#N)C1c1ccccc1 (centres undefined),-2,1.8,-13,-1,-36,-21,0.7,2,-1
COC(=O)C1=CN(CC2CCCO2)C=C(C(=O)OC)C1c1ccsc1 (centres undefined),2,3.6,12,1,-5,-15,-1.0,4,-1
O=C(CSc1nnc(Cc2ccccc2)o1)c1cc(F)ccc1F,-4,-0.8,-2,5,-1,7,1.0,3,-4
Nc1cccc(NC(=O)c2cccs2)c1,-2,-5.0,15,0,1,-23,1.1,3,0
O=C(NC(=S)NNS(=O)(=O)c1ccccc1)c1ccc([N+](=O)[O-])cc1,9[fluorescence artefact?],11,6,-3,8,2,0.7,0,-3
Cc1cc(NS(=O)(=O)c2ccc(NC(=O)Nc3ccccc3)cc2)no1,-7[fluorescence artefact?],0.7,-1,-2,-3,-11,1.3,1,-3
CC(C)(C)C(O)(CC#CCN1CCCC1)c1ccccc1 (centres undefined),0,0.7,4,-1,8,-12,0.6,3,-3
CCOC(=O)c1sc(NC(=O)CSc2nnc(Cc3ccccc3)o2)c(C(=O)OCC)c1C,3,-0.6,-17,0,-92,-19,-1.1,8,2
COc1cccc(NC(=O)C(=O)N2CCOCC2)c1,0[fluorescence artefact?],1.4,1,4,-7,10,-0.1,3,-4
C/C(CS(=O)(=O)c1ccccc1)=N\O,-2,0.7,16,-3,-6,-4,0.4,6,1
Cc1cc(NC(=O)c2ccc(COc3ccccc3Cl)o2)no1,2,-0.1,14,-3,-7,-5,0.8,3,3
Cc1c(C(=O)Nc2cc(S(=O)(=O)N3CCOCC3)ccc2N2CCOCC2)oc2ccccc12,-2,0.6,-29,2,-5,-11,0.3,8,2
COc1cccc(-c2nc(CS(=O)(=O)CC(=O)NCCCN3CCc4ccccc4C3)c(C)o2)c1,-5,0.1,-10,-1,-8,-12,-1.6,5,-1
CC12CCC(C(=O)NNc3ccccc3)(C(=O)C1=O)C2(C)C (centres undefined),-15,-1.8,15,4,/,-14,0.9,-5,-5
CCCCNc1nc(N(C)c2ccccc2)nc(-n2ccnc2)n1,7,1.7,16,-2,-21,-8,-0.4,0,-2
COC(=O)c1cc(Br)c(=O)n(-c2cccc(F)c2)c1,-2,1.1,-3,-3,-21,-25,0.0,2,-4
CCN(/C=N/c1sc2c(c1C#N)CCCCC2)CC,6,-0.3,-20,13*,-10,-4,-0.5,3,2
O=c1c(O)c(-c2ccc3c(c2)OCO3)oc2ccccc12,-86,2.6,-5,0,-12,-8,-0.7,2,3
O=c1cc(-c2ccccc2)c2cc(Cl)c(O)c(CN3CCOCC3)c2o1,0,-0.1,7,1,-30,14,-1.1,2,1
CSc1ccc(OC2CCN(Cc3ccccc3)CC2)cc1,-3,0.4,-23,1,-32,-14,-0.7,6,1
